TDP-43 yeast inh: rescues yeast growth from TDP-43 toxicity; hit rate 1.8% among 410,000; Potency, µM (top dose mostly 46.1 µM), for the others: at the top dose growth rescue (activation), most hits filed as activators; TDP-43 expressing yeast growth rescue, BacTiter-Glo, 24 h; note: % of control where 0% means no effect; nearly all actives have a fitted effect of over 50% in size
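Readout is BacTiter-Glo luminescence of cell growth, so inhibitors register as activators. TDP-43-expressing yeast at OD600=0.02 in galactose medium, after raffinose pregrowth to mid-log, were incubated with compound for 24 hr at 30 deg C.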
KB-V1 MDR tox: kills drug-selected multidrug resistant KB-V1 cells; Potency, µM (titrated, usually from 46.1 µM), inactives show at the highest dose activity change, negative = cytotoxicity, usual class: cytotoxic; hit rate 3.4% among 400,000; KB-V1 MDR cells viability, CellTiter-Glo, 72 h; AID 1347076; note: % is set by controls: 0 for no effect and ±100 for the full control effect; nearly all actives have a fitted effect of over 60% in size
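Cells of the MDR subline KB-V1 are plated, dosed with compound at multiple concentrations, and incubated 72 h at 37 degrees C; CellTiter-Glo is then added and luminescence read after 10 min.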
HT1080 IDH1KD tx: kills HT-1080 cells with IDH1 knockdown; HT-1080 IDH1 knockdown viability, ATP luminescence, 48 h; Potency, µM (series often up to 46.1 µM), for inactives: top-dose activity, negative = toxicity, usual class: cytotoxic; hit rate 2% among 360,000; AID 686971;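 note: 0% = DMSO wells and -100% = cell-free medium wells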
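HT-1080-IDH1KD cells (IDH1 knocked down), 750/well in RPMI with 5% FBS, treated with compound 48 h at 37 degrees C. Viability by CellTiter-Glo luminescence, normalised to DMSO and no-cell wells; concentration-response curves classed.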
GLP-1R agonist: agonists of human GLP-1 receptor | hit rate 0.007% among 380,000 | AID 624172 | Potency, µM (titrated, usually from 45.6 µM), inactives show at the highest dose activation, actives largely listed as activators | HEK293 GLP-1R CRE-luciferase, luminescence, 4-6 h; cells express a hypersensitive GLP-1R form | P43220; note: % of control where 0% means no effect
Target sequence (P43220 whole entry, looked up): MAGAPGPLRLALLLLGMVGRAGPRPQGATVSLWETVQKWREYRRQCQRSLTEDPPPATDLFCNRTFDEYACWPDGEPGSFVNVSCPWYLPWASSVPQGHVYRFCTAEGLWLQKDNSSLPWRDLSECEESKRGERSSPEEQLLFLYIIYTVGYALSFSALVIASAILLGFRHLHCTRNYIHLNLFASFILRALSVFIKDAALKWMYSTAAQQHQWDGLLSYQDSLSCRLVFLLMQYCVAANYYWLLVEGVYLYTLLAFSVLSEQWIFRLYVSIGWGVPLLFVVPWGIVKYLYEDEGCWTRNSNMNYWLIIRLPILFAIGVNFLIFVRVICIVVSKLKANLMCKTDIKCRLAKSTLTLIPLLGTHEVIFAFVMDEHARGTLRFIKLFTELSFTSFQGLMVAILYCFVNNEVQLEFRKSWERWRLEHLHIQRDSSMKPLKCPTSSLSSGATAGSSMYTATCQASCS
GLP-1R inv ag: GLP-1 receptor (human) inverse agonism; HEK293 GLP-1R CRE-luciferase, luminescence, 24 h; GLP-1R form is constitutively active; Potency, µM (highest dose often 38.3 µM), without a hit: at the highest dose activity change, negative = inhibition, most hits filed as inhibitors; hit rate 1.6% among 410,000; P43220; note: % is set by controls: 0 for no effect and ±100 for the full control effect; nearly all actives have a fitted effect of over 55% in size
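Readout was luciferase luminescence, measured 12 min after detection reagent at room temperature. Beforehand, GLP-1R reporter HEK293 cells had sat 12 h, then received compounds for 24 hr at 37 deg C.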
SW480 rerep: DNA re-replication induction in SW480 cells; SW480 DNA re-replication, Hoechst DNA content imaging, 48 h; Potency, µM (series often up to 46.1 µM), for inactives: top-dose re-replication activation, usual class: activators; hit rate 1.8% among 340,000; note: % of control where 0% means no effect; nearly all actives have a fitted effect of over 55% in size
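SW480 cells exposed to compounds for 48 hr at 37 C, 5% CO2, then Hoechst-stained 40 min. Nuclear DNA content imaged by fluorescence scanning (405 nm excitation, 500-530 nm emission); re-replication scored as increased high-intensity nuclei.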
HT1080-NT tox: kills 2HG-producing HT-1080-NT fibrosarcoma cells | hit rate 1.6% among 360,000 | Potency, µM (highest dose often 46.1 µM), inactives show at the highest dose activity, negative = less viability, usual class: cytotoxic | HT-1080-NT fibrosarcoma viability, CellTiter-Glo ATP luminescence, 48 h;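 note: NT is the 2HG producing partner of a matched IDH1 knockdown line; 0% = DMSO-treated cells and -100% = media-only wells without cells; nearly all actives have a fitted effect of over 55% in size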
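Fibrosarcoma NT cells, 750 per well in 5% FBS RPMI, were exposed to compound for 48 hours. Viability: CellTiter-Glo luminescence.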
KB-3-1 tox: kills parental KB-3-1 adenocarcinoma cells. Potency, µM (doses to about 46.1 µM), inactives show at the top dose activity change, negative = cytotoxic, usual class: cytotoxic. KB-3-1 viability, CellTiter-Glo ATP luminescence, 72 h. AID 1347075. hit rate 1.4% among 400,000; note: % is set by controls: 0 for no effect and ±100 for the full control effect; nearly all actives have a fitted effect of over 60% in size
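Here the drug-naive KB-3-1 line serves as comparator for MDR sub-line selectivity; cells received compound titrations, 72 h at 37 °C, then CellTiter-Glo readout.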
HEK293 tox: cytotoxic in the GLP-1 receptor inverse agonist counter-screen; HEK293 cAMP-luciferase reporter cells, luminescence, 24 h; Potency, µM (highest dose often 38.3 µM), without a hit: at the highest dose activity change, negative = inhibition, hits mostly inhibitors; hit rate 0.13% among 410,000; AID 624418;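 note: loss of luciferase light is scored as toxicity; % is set by controls: 0 for no effect and ±100 for the full control effect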
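1536-well qHTS counterscreen of the MLSMR; 200 cells/uL, 12 h pre-incubation, 23 nL cpd, 24 h at 37 deg C 5% CO2, luciferase detection reagent, 12 min RT, luminescence. Inhibition = undesired.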
An asterisk follows results filed as active; ? = inconclusive; . = not tested or not shown; & = joins results of further samples; [ ] = remark or other dose. Calls come from the whole dose curve; as a rule, active = well fitted curve in the direction sought with a large enough effect; inconclusive = small, poorly fitted or top-dose-only effect, or another doubt; inactive = no such curve, though single readings can be large; an effect the other way counts as inactive or inconclusive. Potency is the fitted concentration of half-maximal effect. Compounds as they come, and some 9.4% of all compounds hit somewhere here.

SMILES	TDP-43 yeast inh	KB-V1 MDR tox	HT1080 IDH1KD tx	GLP-1R agonist	GLP-1R inv ag	SW480 rerep	HT1080-NT tox	KB-3-1 tox	HEK293 tox
CCOC(=O)C(=O)/C(C#N)=C/Nc1ccc(Cl)cc1	0%	27%	-8%	3%	36%[activator]	2%	0%	-1%	-7%
COCC(C)n1c(C)cc(C(=O)COc2ccc(C)nc2[N+](=O)[O-])c1C (stereo not given)	5%	-6%	6%	5%	14%	-3%	18%	?	4%
CCC(C)(C)C1CCC2(CC1)NC(=O)N(CC(=O)NCCOc1ccccc1)C2=O (stereo not given)	-2%	?	-15%	7%	-8%	-14%	-3%	?	5%
CCn1c(CSc2nnc(-c3ccoc3C)n2C)nc2cc(S(=O)(=O)N(C)C)ccc21	-4%	16%	3%	-4%	4%	-2%	6%	5%	-19%
CCOC(CNC(=O)CN1C(=O)COc2ccc(S(=O)(=O)N3CCCC3)cc21)OCC	16%	25%	10%	2%	21%	-1%	-4%	-1%	4%
c1ccc([C@H]2CN3C(=N2)Sc2ccccc23)cc1	9%	7%	-3%	16%	-27%	?	-13%	-8%	-1%
CCCc1cc(=O)[nH]c(SCc2cc(=O)oc3cc(C)c(C(C)C)cc23)n1	7%	21µM*	-1%	0%	-2%	0%	-4%	-11%	62%[activator]
COc1ccccc1NC(=O)C1CCC(CNc2c(N3CCCCC3)c(=O)c2=O)CC1 (stereo not given)	15%	0%	10%	22%	7%	-14%	6%	0%	2%
C=C(C)COc1ccc(-c2nc(N)nc(C(F)(F)F)c2-c2ccc(OC)cc2)c(O)c1	?	9%	?	7%	?	21µM*	?	-12%	-3%
CCOC(=O)c1c(NC(=O)c2ccc(Cl)cc2)csc1C	6%	9.2µM*	-2%	-13%	12%	-66%[inhibitor]	1%	0%	-4%
O=C(NCCc1csc2nc(-c3cccc(F)c3)nn12)c1ccc(Br)o1	35µM*	8%	.	.	-16%	.	.	1%	-1%
CCc1noc(C)c1C(=O)Nc1sc(C(=O)N(C)C)c(C)c1C#N	-9%	11%	0%	-4%	31%[activator]	-18%	-3%	-6%	-2%
Cc1ccc(S(=O)(=O)N(C)c2ccc(OCC(=O)N3CCCC(C(F)(F)F)C3)cc2)cc1 (stereo not given)	10%	?	7%	9%	?	-8%	10%	-9%	3%
CCc1ccc2oc(-c3ccc(C)c(NC(=O)c4ccc(C#N)cc4F)c3)nc2c1	13%	?	.	0%	0%	.	.	?	3%
Cc1ccc(COc2ccc(/C=N/NC(=O)CN3CCCCC3)cc2)cc1	?	-15%	-3%	4%	16%	0%	-5%	-7%	0%

Some of these compounds in order of number of heavy atoms, ascending.
SMILES	TDP-43 yeast inh	KB-V1 MDR tox	HT1080 IDH1KD tx	GLP-1R agonist	GLP-1R inv ag	SW480 rerep	HT1080-NT tox	KB-3-1 tox	HEK293 tox
CCOC(=O)C(=O)/C(C#N)=C/Nc1ccc(Cl)cc1	0%	27%	-8%	3%	36%[activator]	2%	0%	-1%	-7%
CCOC(=O)c1c(NC(=O)c2ccc(Cl)cc2)csc1C	6%	9.2µM*	-2%	-13%	12%	-66%[inhibitor]	1%	0%	-4%
O=C(NCCc1csc2nc(-c3cccc(F)c3)nn12)c1ccc(Br)o1	35µM*	8%	.	.	-16%	.	.	1%	-1%
Cc1ccc(COc2ccc(/C=N/NC(=O)CN3CCCCC3)cc2)cc1	?	-15%	-3%	4%	16%	0%	-5%	-7%	0%
CCn1c(CSc2nnc(-c3ccoc3C)n2C)nc2cc(S(=O)(=O)N(C)C)ccc21	-4%	16%	3%	-4%	4%	-2%	6%	5%	-19%
Cc1ccc(S(=O)(=O)N(C)c2ccc(OCC(=O)N3CCCC(C(F)(F)F)C3)cc2)cc1 (stereo not given)	10%	?	7%	9%	?	-8%	10%	-9%	3%

(more compounds)
SMILES	TDP-43 yeast inh	KB-V1 MDR tox	HT1080 IDH1KD tx	GLP-1R agonist	GLP-1R inv ag	SW480 rerep	HT1080-NT tox	KB-3-1 tox	HEK293 tox
Cc1ccc(S(=O)Cc2ccc(C(=O)N3CCN(C(=O)c4ccco4)CC3)o2)cc1 (stereo not given)	20%	15%	7%	-2%	19%	27%	4%	16%	-1%
COc1ccc2c(c1)C1NC(=S)NC(C)(O2)C1C(=O)Nc1ccc(Cl)cc1 (stereo not given)	-4%	?	-4%	-2%	?	4%	-12%	9%	-12%
C/C=C/Cn1c(SCc2ccc(C)cc2)nc2c1c(=O)[nH]c(=O)n2C	0%	?	?	?	0%	0%	?	-4%	?
Oc1ccccc1/C=N/n1c(-c2cccs2)n[nH]c1=S	-18%	-1%	0%	0%	10%	-3%	5%	0%	-11%
Cc1nnc(NC(=O)CSc2nnnn2Cc2ccccc2)s1	5%	14%	-1%	15%	14%	-4%	0%	17%	-10%
CCOc1ccc(CCNC(=O)C2CCCN(S(C)(=O)=O)C2)cc1OCC (stereo not given)	-7%	0%	4%	-4%	8%	-3%	3%	7%	8%
COc1ccc(N2C(=O)CN=C2Nc2cccc(C)c2C)cc1OC	-8%	-1%	-3%	15%	0%	4%	0%	-4%	8%
CC(=O)NCCC1CCN(C(=O)c2cc(COc3ccc(C)nc3)on2)CC1	1%	-5%	0%	2%	16%	3%	-24%	-3%	1%
Cc1cccc(N2CCN(S(=O)(=O)c3ccc(-c4cc(C)no4)s3)CC2C)c1 (stereo not given)	5%	?	10%	-1%	-3%	-26%	16%	12%	-11%
Cn1ccnc1SCC(=O)NC1CC1	-2%	?	11%	-16%	-2%	-7%	9%	11%	-1%
CC1(C(=O)NS(=O)(=O)c2cccc(OC(F)F)c2)CCN1C(=O)c1ccco1 (stereo not given)	26%	-6%	15%	-3%	-5%	.	1%	0%	-19%
Oc1ccc(-n2cnnn2)cc1	-7%	3%	-1%	-2%	0%	-10%	-7%	0%	4%
O=C(Nc1ccc(Oc2ccc(S(=O)(=O)N3CCOCC3)cn2)cc1)c1ccco1	17%	18µM*	1%	3%	0%	-7%	0%	-11%	-7%
Cc1ccc(C(=O)Nc2ccc(NC(=O)c3ccc(C)o3)cc2)o1	-3%	-7%	-2%	9%	16%	-1%	-1%	20%	6%
CCOC(=O)c1nc(-c2ccccc2)sc1C(C)=O	?	9%	4%	9%	26%	0%	21%	?	2%
COc1ccc(OC)c(NC(=O)c2cnc(N3CCCCC3)c3ccccc23)c1	8%	7%	.	.	4%	.	.	-13%	-3%
c1ccc(OCc2nc(-c3ccncc3)no2)cc1	11µM*	-22%	6%	1%	2%[0.307 µM]	-3%	8%	-13%	8%[0.307 µM]
O=C(NCc1ccco1)c1cc2ccccc2c(=O)o1	-10%	13%	5%	-7%	8%	-3%[9.22 µM]	18%	8%	2%
COc1cc(C(=O)Nc2cccc(C)c2C)ccc1OCC(=O)N1CCOCC1	11%	5%	4%	1%	1%	4%	0%	-1%	-7%
CCCCN(CCCC)CCNC(=O)c1cn(CC)c2ccc(S(=O)(=O)N3CCc4ccccc4C3)cc2c1=O	4%&-2%	14%&-8%	5%	15%&0%	?	-2%	0%	-14%&-25%	-3%&-2%
CCN(CC(=O)NC1CCS(=O)(=O)C1)C(=O)C(c1ccccc1)c1ccccc1 (stereo not given)	-23%	2%	3%	-11%	-5%	-10%	20%	1%	-6%
COc1cc(OC)cc(C(=O)N[C@H](C(=O)NC23CC4CC(CC(C4)C2)C3)C(C)C)c1	17%	13%	-22%	-5%	0%	23%	-25%	-1%	-2%
Cc1ccc(S(=O)(=O)N(C)c2ccccc2C(=O)N2CCOCC2)cc1	12%	.	0%	-12%	13%	-1%	-2%	.	9%
Nc1cc2c(cc1[N+](=O)[O-])OCO2	-2%[0.397 µM]	2%	0%	12%	23%	-9%	4%	25%	-18%
COc1ccc(OCC(=O)Nc2ccc(N3CCOCC3)cc2)c([N+](=O)[O-])c1	0%	4%	-1%	23%	17%	-12%	4%	-56%	-21%
CC1=NNC(=O)C1CC(=O)N/N=C/c1ccncc1 (stereo not given)	-6%	3%	3%	8%	8%	-100%[inhibitor]	?	-1%	-9%
Cc1c(Cl)cccc1NC(=S)NCc1ccc(F)cc1	0%	?	-10%	14%	?	-6%	-16%	17%	?
CCOC(=O)N1CCN(C(=O)CCCCn2c(=S)[nH]c3ccsc3c2=O)CC1	-27%	-24%	1%	3%	22%	-4%	3%	?	2%
COc1ccc(C)cc1NC(=O)CCCN1C(=O)C2CC=CCC2C1=O (stereo not given)	-5%	?	23%	1%	6%	-3%	-2%	-4%	18%
Cc1ccccc1-c1noc(C2CCCCC2)n1	7%	17%	2%	-10%	-3%	-2%	-6%	-4%	6%
COc1ccc(NS(=O)(=O)c2ccc(NS(=O)(=O)c3cccc(C(=O)O)c3)cc2)cc1	21%	7%	23%	-3%	0%	-6%	8%	10%	18%
COc1ccc(N2CCN(C(=O)c3ccc(Nc4nc5ccccc5n5nnnc45)cc3)CC2)cc1	8%	0%	.	.	11%	.	.	0%	-1%
O=C(c1cccn1-c1nnc(N2CCCCC2)s1)N1CCN(c2ccc(Cl)cc2)CC1	-11%	-2%	.	.	-28%	.	.	-6%	-2%
CCOCCc1nn2c(=O)cc(COC(=O)c3ccccc3NC(=O)CC(C)C)nc2s1	?	-12%	.	.	5%	.	.	?	-12%
CC(C)n1ncc(C(N)=O)c1N	0%	17%	11%	4%	24%	1%	11%	-4%	-11%
N#Cc1c(N)nc2c(c1-c1cccs1)CCCC2	?	11%	-9%	12%	-11%	-1%	3%	5%	-7%
CC(C)(C)c1ccc(CSc2nc(N)cc(=O)[nH]2)cc1	0%	-15%	?	20%	35%[activator]	0%	?	0%	2%
N/C(=N\S(=O)(=O)c1cccs1)c1ccccc1Cl	9%	1%	0%	-4%	-1%	0%	0%	0%	-6%
N#CC1(NC(=O)Cn2cc(C(F)(F)F)cc(Cl)c2=O)CCCCC1	7%	?	9%	-2%	-11%	18%	-1%	6%	2%
CCCn1c(=O)c2ccccc2n2c(SCC(=O)c3cc(C)n(CCOC)c3C)nnc12	-20%	-5%	1%	-6%	-7%	3%	-3%	-7%	1%
